OXTR potentiator = potentiators of human oxytocin receptor; P30559; CHO-OTR cells, Fluo-8 calcium fluorescence, potentiator mode; 0% = oxytocin EC15, 100% = EC100; activation, % at 3 µM; hit rate 0.061% among 320,000; AID 2445;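 active means activation above that plate's cutoff, the mean activation of tested compounds plus 3 SD, cut at about 6.6% in these data, passing the limit was not always enough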;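 further: 100% uses oxytocin at 75 nM as the full agonist control; some results filed as inactive read as strong as hits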
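System: human OTR in CHO cells / Also added: sub-maximal oxytocin, roughly EC15 / Control set: EC15 oxytocin low, 75 nM oxytocin high / Schedule: 6 min compound pre-incubation at room temperature, 100 s kinetic read / Compound: single-point 3.0 µM / Replication: singlicate / Technique: Fluo-8 calcium dye fluorescence / Read-out basis: % activation of max/min ratio relative to oxytocin controls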
TAAR1 antagonist = human TAAR1 antagonism. Q96RJ0. CHO RD-HGA16 TAAR1, Fluo-8 calcium fluorescence, antagonist. inhibition, % at 3 µM. hit rate 1.5% among 360,000;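 active means inhibition above a per-plate cutoff, the mean inhibition of test compounds on that plate plus 3 SD, cut at about 49% in these data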;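 further: 0% = DMSO plus EC80 beta-PEA response and 100% = DMSO alone without agonist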
Target sequence (Q96RJ0 whole entry, looked up): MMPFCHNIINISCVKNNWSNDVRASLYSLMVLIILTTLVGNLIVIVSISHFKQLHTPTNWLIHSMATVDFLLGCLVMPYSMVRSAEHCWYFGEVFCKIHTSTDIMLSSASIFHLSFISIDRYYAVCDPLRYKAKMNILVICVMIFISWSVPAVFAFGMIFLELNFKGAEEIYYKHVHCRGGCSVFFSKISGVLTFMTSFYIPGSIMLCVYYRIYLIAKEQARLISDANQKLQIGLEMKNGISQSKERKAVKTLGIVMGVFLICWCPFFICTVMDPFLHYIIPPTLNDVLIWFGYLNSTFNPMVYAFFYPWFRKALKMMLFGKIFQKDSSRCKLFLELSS
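Test system: hTAAR1-expressing CHO RD-HGA16 cells, Gα16-coupled; Probe or stimulus: EC80 β-phenethylamine stimulus; Compound dosing: single nominal final test compound concentration of 3 µM; Timing: 140 s kinetic read after compound, 140 s after agonist; Signal: Fluo-8 calcium-sensitive fluorescence; Measure: % inhibition of agonist calcium response; Controls: DMSO and EC80 PEA controls.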
CHO-K1 Ca antag = M1 antagonist counterscreen hit in parental CHO-K1 cells. inhibition, % at 3 µM. AID 602250. ATP-induced calcium, Fluo-8 fluorescence. hit rate 0.6% among 360,000;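 active means inhibition above a per-plate cutoff, the plate's mean sample inhibition plus 3 SD, cut at about 24% in these data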;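 further: 0% = DMSO plus EC80 ATP and 100% = DMSO alone without ATP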
M1 ag = activates human CHRM1 receptor; P11229; CHO-K1 hM1, Fluo-8 calcium fluorescence, agonist mode; 0% DMSO, 100% acetylcholine EC100; activation, % at 3 µM; hit rate 0.33% among 360,000;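 active means activation above the run's mean compound activation plus 3 SD, cut at about 16% in these data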;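 further: peak over basal fluorescence ratio within a 140 s kinetic read after compound addition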
V1aR counter = V1a receptor agonism, counter-screen for OXTR agonists; P37288; CHO-V1R cells, Fluo-8 calcium fluorescence, agonist mode; 0% DMSO, 100% 3 nM vasopressin; activation, % at 3 µM; hit rate 0.25% among 320,000; AID 2797;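 active means activation above the mean activation of all tested compounds plus 3 SD, per screening run, cut at about 20% in these data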;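 further: signal is peak over basal fluorescence ratio across a 100 second FLIPR read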
Target sequence (P37288 whole entry, looked up): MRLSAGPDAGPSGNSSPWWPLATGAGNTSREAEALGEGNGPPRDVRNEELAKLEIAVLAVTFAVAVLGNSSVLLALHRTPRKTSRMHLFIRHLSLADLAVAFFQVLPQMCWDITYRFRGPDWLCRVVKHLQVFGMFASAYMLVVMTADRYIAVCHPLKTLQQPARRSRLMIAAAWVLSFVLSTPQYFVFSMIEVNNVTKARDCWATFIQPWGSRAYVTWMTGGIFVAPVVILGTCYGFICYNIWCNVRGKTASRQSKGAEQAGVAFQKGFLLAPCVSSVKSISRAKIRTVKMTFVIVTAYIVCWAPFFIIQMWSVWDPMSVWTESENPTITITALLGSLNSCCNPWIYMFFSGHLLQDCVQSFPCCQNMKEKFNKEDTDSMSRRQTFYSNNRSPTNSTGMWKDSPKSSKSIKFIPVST
M1 ag parental = counter-screen for M1 agonists: effect in parental CHO-K1 cells; activation, % at 3 µM; Fluo-8 calcium fluorescence; scaled to maximal ATP response, vehicle zero; hit rate 0.48% among 360,000; in the data active means activation above about 15%;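 further: untransfected CHO-K1 host cells lacking M1 receptor as counterscreen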
CHO-K1 Ca PAM = M1 PAM counterscreen hit in parental CHO-K1 cells; ATP EC20, Fluo-8 calcium fluorescence; 0% at ATP EC20, 100% at ATP max; activation, % at 3 µM; hit rate 0.02% among 360,000;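 active means activation above the run cutoff, the mean activation of all test compounds plus 3 SD, cut at about 40% in these data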;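 further: peak over basal fluorescence ratio in a 140 s read after ATP addition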
CHO parental Ca = counter-screen: ATP calcium response change in parental CHO cells. parental CHO-K1, ATP-induced calcium, Fluo-8 fluorescence. hit rate 0.63% among 330,000. AID 463079. inhibition, % at 5.6 µM;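 active means inhibition above that plate's mean sample inhibition plus 3 SD, cut at about 26% in these data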;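 further: 0% = ATP-challenged DMSO wells and 100% = DMSO wells without ATP; some compounds past the cut are filed as inactive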
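Test system: untransfected parental CHO cell line. Compound: one dose, 5.6 µM nominal. Detection: intracellular calcium via Fluo-8 no-wash fluorescent dye. Measure: % inhibition. Benchmarks: ATP-challenged DMSO wells low, unchallenged DMSO wells high.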
TAAR1 agonist = human TAAR1 agonism. activation, % at 3 µM. Q96RJ0. hit rate 0.99% among 360,000. AID 624467. CHO RD-HGA16 TAAR1, Fluo-8 calcium fluorescence; vehicle wells 0%, saturating PEA agonist 100%;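 active means activation above the mean activation of all test compounds in the run plus 3 SD, cut at about 38% in these data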
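Repeats: no replicates (n 1) | Material: CHO-derived RD-HGA16 cells with stable Gα16 and human TAAR1 | Technique: Kinetic Fluo-8 calcium fluorescence | Schedule: 17-24 h seeding, 75 min 37 °C dye, 30 min RT | Evaluation: % activation from peak over basal fluorescence ratio, DMSO-to-PEA scaled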
* hit, by the source's call.

Screening Cc1ccc2nc(SCC(=O)NCc3ccc4c(c3)OCO4)nc(=O)n2c1 returned OXTR potentiator -6, TAAR1 antagonist -20, CHO-K1 Ca antag 26*, M1 ag -4, V1aR counter 0.6, M1 ag parental 7.8, CHO-K1 Ca PAM -26, CHO parental Ca 3 and TAAR1 agonist 2.
`CN(C(=O)COC(=O)c1ccccc1SCC(=O)N1CCCC1)c1ccccc1` gave OXTR potentiator -12, TAAR1 antagonist 45, CHO-K1 Ca antag -11, M1 ag 2, V1aR counter 9.8, M1 ag parental 8.8, CHO-K1 Ca PAM -10, CHO parental Ca -11 and TAAR1 agonist 14.
`O=C(CCN1CCN(c2ccccc2)CC1)c1ccc(Cl)cc1` gave OXTR potentiator -13, TAAR1 antagonist -28, CHO-K1 Ca antag -11, M1 ag -8, V1aR counter 0.3, M1 ag parental 2.4, CHO-K1 Ca PAM 7, CHO parental Ca -6 and TAAR1 agonist 0.
For COc1ccc(NC(=O)N(C)C[C@@H]2Oc3ncc(Br)cc3C(=O)N([C@@H](C)CO)C[C@@H]2C)cc1 the results were TAAR1 antagonist -11, CHO-K1 Ca antag -18, M1 ag -4, M1 ag parental 1.3, CHO-K1 Ca PAM 23 and TAAR1 agonist 3.
Cc1ccc(S(=O)(=O)NCc2ccccc2)cc1C(=O)N1CCN(S(=O)(=O)c2ccccc2)CC1 was read as TAAR1 antagonist -2, CHO-K1 Ca antag 16, M1 ag -3, M1 ag parental 6.8, CHO-K1 Ca PAM -20 and TAAR1 agonist 4.
Screening CCOc1ccc(NC(=O)CCn2cccc2)cc1 returned OXTR potentiator -1, TAAR1 antagonist 8, CHO-K1 Ca antag -2, M1 ag -2, V1aR counter -0.6, M1 ag parental 0.5, CHO-K1 Ca PAM 7, CHO parental Ca -9 and TAAR1 agonist 0.
For CCCc1cc(=O)c2ccc(OC/C(C)=N/O)cc2o1 the results were OXTR potentiator -2, TAAR1 antagonist -21, CHO-K1 Ca antag 2, M1 ag -2, V1aR counter 1.6, M1 ag parental 3.5, CHO-K1 Ca PAM 11, CHO parental Ca -9 and TAAR1 agonist 2.
Screening Cc1ccc(-n2c(P(C)(=O)O)nc3ccccc32)cc1 returned OXTR potentiator -7, TAAR1 antagonist 4, CHO-K1 Ca antag -10, M1 ag -8, V1aR counter 0.3, M1 ag parental 0.5, CHO-K1 Ca PAM 20, CHO parental Ca -9 and TAAR1 agonist 8.
For Cn1c(=O)c2c(nc(NCCOc3ccc(F)cc3)n2C)n(C)c1=O the results were OXTR potentiator -3, TAAR1 antagonist -5, CHO-K1 Ca antag -13, M1 ag -2, V1aR counter 2.4, M1 ag parental 0.1, CHO-K1 Ca PAM 4, CHO parental Ca 3 and TAAR1 agonist 1.
For CCc1ccccc1NC(=S)N(CCN1CCOCC1)Cc1ccccc1F the results were OXTR potentiator -11, TAAR1 antagonist -18, CHO-K1 Ca antag -1, M1 ag -7, V1aR counter -0.8, M1 ag parental 0.5, CHO-K1 Ca PAM 8, CHO parental Ca -16 and TAAR1 agonist 0.
Screening Cc1cccc(-c2cnc(C(O)c3ccc(-c4ccccc4)cc3)[nH]2)c1 (stereo unspecified) returned TAAR1 antagonist 4, CHO-K1 Ca antag -20, M1 ag -3, M1 ag parental 2.4, CHO-K1 Ca PAM 26 and TAAR1 agonist 10.
`CCOC(=O)c1ccc(NC(=O)CSc2nccn2C)cc1` gave OXTR potentiator -8, TAAR1 antagonist 1, CHO-K1 Ca antag -12, M1 ag -6, V1aR counter -0.1, M1 ag parental 0.4, CHO-K1 Ca PAM 10, CHO parental Ca -18 and TAAR1 agonist 0.
Screening O=C(O)c1cccc(NC2=C(n3nnc4ccccc43)C(=O)c3ccccc3C2=O)c1 returned OXTR potentiator 6, TAAR1 antagonist -10, CHO-K1 Ca antag 5, M1 ag -3, V1aR counter 0.3, M1 ag parental 14, CHO-K1 Ca PAM 11, CHO parental Ca -7 and TAAR1 agonist 2.
Screening COCC1COS(=O)(=O)NC1(C)C (stereo unspecified) returned OXTR potentiator 2, TAAR1 antagonist -26, CHO-K1 Ca antag -6, M1 ag -3, V1aR counter 0.4, M1 ag parental 0.6, CHO-K1 Ca PAM 14, CHO parental Ca -3 and TAAR1 agonist 6.
O=C(COc1ccccc1)N1CCN(S(=O)(=O)c2ccc(Br)cc2)CC1 was read as OXTR potentiator -5, TAAR1 antagonist -8, CHO-K1 Ca antag 0, M1 ag 0, V1aR counter 7.4, M1 ag parental 2.3, CHO-K1 Ca PAM -1, CHO parental Ca 0 and TAAR1 agonist 0.
O=C(CCn1c(=S)[nH]c2cc3c(cc2c1=O)OCO3)NCc1cccc(Cl)c1 was read as OXTR potentiator 0, TAAR1 antagonist -27, CHO-K1 Ca antag -11, M1 ag -2, V1aR counter 0.5, M1 ag parental 0.0, CHO-K1 Ca PAM 8, CHO parental Ca -7 and TAAR1 agonist -1.
COC(=O)c1cccc(CN2C(=O)SC(Nc3ccccc3)C2=O)c1 (stereo unspecified) was read as OXTR potentiator -12, TAAR1 antagonist -16, CHO-K1 Ca antag -14, M1 ag -5, V1aR counter 0.6, M1 ag parental 0.5, CHO-K1 Ca PAM 14, CHO parental Ca -11 and TAAR1 agonist -1.
Screening CCOc1ccccc1NC(=O)Nc1ccc(CC#N)cc1 returned OXTR potentiator -7, TAAR1 antagonist 6, CHO-K1 Ca antag 6, M1 ag -3, V1aR counter 1.7, M1 ag parental 1.8, CHO-K1 Ca PAM -16, CHO parental Ca -3 and TAAR1 agonist 4.
`COc1ccc(/C=N/N2CCN(c3ccc(Cl)cc3)CC2)cc1` gave OXTR potentiator -12, TAAR1 antagonist -22, CHO-K1 Ca antag -13, M1 ag -2, V1aR counter 0.8, M1 ag parental 0.6, CHO-K1 Ca PAM 19, CHO parental Ca -5 and TAAR1 agonist 4.
CC(C)C[C@@H](NC(=O)[C@H]1CCCN1C(=O)Cc1ccccc1)C(N)=O was read as OXTR potentiator -9, TAAR1 antagonist -11, CHO-K1 Ca antag -5, M1 ag -3, V1aR counter 0.1, M1 ag parental 1.0, CHO-K1 Ca PAM 11, CHO parental Ca -2 and TAAR1 agonist 4.

Filtered by structure, the entries above with an aryl methoxy group (two)
For COc1ccc(NC(=O)N(C)C[C@@H]2Oc3ncc(Br)cc3C(=O)N([C@@H](C)CO)C[C@@H]2C)cc1 the results were TAAR1 antagonist -11, CHO-K1 Ca antag -18, M1 ag -4, M1 ag parental 1.3, CHO-K1 Ca PAM 23 and TAAR1 agonist 3.
`COc1ccc(/C=N/N2CCN(c3ccc(Cl)cc3)CC2)cc1` gave OXTR potentiator -12, TAAR1 antagonist -22, CHO-K1 Ca antag -13, M1 ag -2, V1aR counter 0.8, M1 ag parental 0.6, CHO-K1 Ca PAM 19, CHO parental Ca -5 and TAAR1 agonist 4.

(list continues)
`CNC(=O)/C(C#N)=C/c1c(N2CCCCCC2)nc2c(C)cccn2c1=O` gave OXTR potentiator -4, TAAR1 antagonist 0, CHO-K1 Ca antag -12, M1 ag -5, V1aR counter 2.0, M1 ag parental 1.5, CHO-K1 Ca PAM 9, CHO parental Ca -14 and TAAR1 agonist 5.
Screening CC1(C(=O)Nc2ccc(Cl)c(Cl)c2)CCN1C(=O)Cc1ccc(-c2ccccc2)cc1 (stereo unspecified) returned CHO-K1 Ca antag 13, M1 ag -1, M1 ag parental 4.8 and CHO-K1 Ca PAM -9.
COc1cccc(/C=N/n2nnc3c(cnn3-c3ccccc3)c2=O)c1 was read as OXTR potentiator -3, TAAR1 antagonist -1, CHO-K1 Ca antag -15, M1 ag -1, V1aR counter -0.3, M1 ag parental 0.7, CHO-K1 Ca PAM 15, CHO parental Ca -18 and TAAR1 agonist -1.
Screening COC(=O)c1ccc(NS(=O)(=O)c2ccc(OC)cc2)cc1 returned OXTR potentiator -9, TAAR1 antagonist 6, CHO-K1 Ca antag -8, M1 ag 1, V1aR counter 4.3, M1 ag parental 1.8, CHO-K1 Ca PAM -2, CHO parental Ca -8 and TAAR1 agonist 18.
`Cc1cnc(C(=O)OC(C(=O)c2c[nH]c3ccccc23)c2ccccc2)cn1` (stereo unspecified) gave OXTR potentiator -6, TAAR1 antagonist 8, CHO-K1 Ca antag -7, M1 ag 3, V1aR counter 3.5, M1 ag parental 3.0, CHO-K1 Ca PAM 2, CHO parental Ca -3 and TAAR1 agonist 11.
Screening CC(C)(C)CC(C)(C)NC(=S)N1CCN(Cc2ccc3c(c2)OCO3)CC1 returned OXTR potentiator -2, TAAR1 antagonist -14, CHO-K1 Ca antag -8, M1 ag -2, V1aR counter -0.2, M1 ag parental 0.7, CHO-K1 Ca PAM 19, CHO parental Ca -10 and TAAR1 agonist 6.
`Cc1ccc(S(=O)(=O)N2CCN(C(=O)CNC(=O)c3ccc(Cl)cc3)CC2)cc1` gave OXTR potentiator 2, TAAR1 antagonist -3, CHO-K1 Ca antag -18, M1 ag -1, V1aR counter 3.2, M1 ag parental -0.4, CHO-K1 Ca PAM 7, CHO parental Ca -7 and TAAR1 agonist -2.
`CC(C)(C)OC(=O)N[C@@H](Cc1ccccc1)[C@H](O)c1ccco1` gave OXTR potentiator -5, TAAR1 antagonist -8, CHO-K1 Ca antag -14, M1 ag -3, V1aR counter 0.0, M1 ag parental 0.1, CHO-K1 Ca PAM 20, CHO parental Ca -5 and TAAR1 agonist 0.
`CCCCCNC(=O)C(=O)C1C(=O)Nc2ccccc21` (stereo unspecified) gave OXTR potentiator -6, TAAR1 antagonist -21, CHO-K1 Ca antag -11, M1 ag 1, V1aR counter -0.8, M1 ag parental 0.2, CHO-K1 Ca PAM 13, CHO parental Ca 3 and TAAR1 agonist 4.
CCCN1CC(O)=C(C#N)C1=O was read as OXTR potentiator -18, TAAR1 antagonist -3, CHO-K1 Ca antag -10, M1 ag -4, V1aR counter -0.6, M1 ag parental 0.3, CHO-K1 Ca PAM 18, CHO parental Ca 9 and TAAR1 agonist 6.
For CCOCCCNC(=O)C(c1ccc(OC)cc1)N(Cc1ccc2c(c1)OCO2)C(=O)c1cnccn1 (stereo unspecified) the results were OXTR potentiator 1, TAAR1 antagonist -1, CHO-K1 Ca antag -6, M1 ag -4, V1aR counter 0.9, M1 ag parental 0.7, CHO-K1 Ca PAM -7, CHO parental Ca -7 and TAAR1 agonist 3.
CC(C)(C)c1cc(NC(=O)Nc2ccc(Cl)cc2Cl)no1 was read as OXTR potentiator -7, TAAR1 antagonist 20, CHO-K1 Ca antag -11, M1 ag -3, V1aR counter 0.1, M1 ag parental -0.5, CHO-K1 Ca PAM 11, CHO parental Ca -15 and TAAR1 agonist 0.
